CHO parental Ca = ATP-evoked calcium signal inhibitors, parental CHO, primary screen, counter-screen for OX1R antagonist project, cell-based, fluorescence, Fluo-8 calcium dye | 0.63% of 330,000 active | AID 463079, 2010 | inhibition, % at 5.6 µM | parental CHO-K1, ATP-induced calcium, Fluo-8 fluorescence;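 active = inhibition above that plate's mean sample inhibition plus 3 SD, cut at about 26% in these data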;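 note: 0% = ATP-challenged DMSO wells and 100% = DMSO wells without ATP; some compounds past the cut are filed as inactive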
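test system = CHO parental line | reagent = ATP stimulus | measured by = intracellular calcium via Fluo-8 no-wash fluorescent dye | control set = ATP and no-ATP DMSO wells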
CHO-K1 Ca PAM = nonselective calcium activators in parental CHO-K1 cells, primary screen, counter-screen for M1 PAM project, cell-based, Fluo-8 calcium fluorescence, full deck, 1536-well | ATP EC20; 0% at ATP EC20, 100% at ATP max | activation, % at 3 µM | 0.02% of 360,000 active | AID 602247, 2012;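 active = activation above the run cutoff, the mean activation of all test compounds plus 3 SD, cut at about 40% in these data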;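 note: peak over basal fluorescence ratio in a 140 s read after ATP addition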
TAAR1 antagonist = human TAAR1 antagonists, primary screen, Fluo-8 calcium fluorescence, CHO RD-HGA16 cells; Trace amine-associated receptor 1 (Homo sapiens), Q96RJ0; antagonist; inhibition, % at 3 µM; 1.5% of 360,000 active; AID 624466, 2012;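 active = inhibition above a per-plate cutoff, the mean inhibition of test compounds on that plate plus 3 SD, cut at about 49% in these data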;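 note: 0% = DMSO plus EC80 beta-PEA response and 100% = DMSO alone without agonist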
Target sequence (Q96RJ0 whole entry, looked up): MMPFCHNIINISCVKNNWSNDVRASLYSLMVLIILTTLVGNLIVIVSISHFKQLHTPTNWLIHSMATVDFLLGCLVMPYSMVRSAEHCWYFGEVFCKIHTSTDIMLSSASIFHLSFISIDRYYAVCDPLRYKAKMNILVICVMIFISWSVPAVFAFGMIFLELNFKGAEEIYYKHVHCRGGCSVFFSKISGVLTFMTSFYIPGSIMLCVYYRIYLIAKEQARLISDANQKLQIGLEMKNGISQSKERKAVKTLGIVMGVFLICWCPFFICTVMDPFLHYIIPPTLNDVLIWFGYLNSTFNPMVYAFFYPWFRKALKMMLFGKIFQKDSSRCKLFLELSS
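Test system: RD-HGA16 CHO cells with stable hTAAR1 and Gα16 / Probe or stimulus: EC80 β-phenethylamine stimulus / Times: seeding 17-24 h prior, 75-min 37 °C, 30-min RT dye loading / Detection: Fluo-8 calcium-sensitive fluorescence / Read-out basis: % inhibition scaled between DMSO and EC80 PEA controls / Repeats: singlicate, one well per test compound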
TAAR1 agonist = human TAAR1 agonists, primary screen, Fluo-8 calcium fluorescence, CHO RD-HGA16 cells; vehicle wells 0%, saturating PEA agonist 100%; activation, % at 3 µM; 0.99% of 360,000 active; AID 624467, 2012;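 active = activation above the mean activation of all test compounds in the run plus 3 SD, cut at about 38% in these data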
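Test system: RD-HGA16 (CHO) cells co-expressing Gα16 and hTAAR1; dosing: one-point dosing at 3 µM (nominal); timing: 17-24 h seeding, 75 min 37 °C dye, 30 min RT; signal: kinetic Fluo-8 calcium fluorescence; read-out basis: % activation relative to PEA EC100 response; controls: DMSO and PEA EC100; replicates: n 1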
M1 ag parental = counter-screen for M1 agonists: effect in parental CHO-K1 cells; Fluo-8 calcium fluorescence; scaled to maximal ATP response, vehicle zero; activation, % at 3 µM; 0.48% of 360,000 active; AID 602248, 2012; in the data active = activation above about 15%;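 note: untransfected CHO-K1 host cells lacking M1 receptor as counterscreen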
M1 PAM = human M1 muscarinic receptor positive allosteric modulators, primary screen, CHO-K1 cells, Fluo-8 calcium fluorescence, 1536-well | CHO-K1 hM1, ACh EC20; 0% = ACh EC20, 100% = maximal ACh | activation, % at 3 µM | 0.088% of 360,000 active | AID 588819, 2011; in the data active = activation above about 19%, passing the limit was not always enough
Target sequence (P11229 whole entry, looked up): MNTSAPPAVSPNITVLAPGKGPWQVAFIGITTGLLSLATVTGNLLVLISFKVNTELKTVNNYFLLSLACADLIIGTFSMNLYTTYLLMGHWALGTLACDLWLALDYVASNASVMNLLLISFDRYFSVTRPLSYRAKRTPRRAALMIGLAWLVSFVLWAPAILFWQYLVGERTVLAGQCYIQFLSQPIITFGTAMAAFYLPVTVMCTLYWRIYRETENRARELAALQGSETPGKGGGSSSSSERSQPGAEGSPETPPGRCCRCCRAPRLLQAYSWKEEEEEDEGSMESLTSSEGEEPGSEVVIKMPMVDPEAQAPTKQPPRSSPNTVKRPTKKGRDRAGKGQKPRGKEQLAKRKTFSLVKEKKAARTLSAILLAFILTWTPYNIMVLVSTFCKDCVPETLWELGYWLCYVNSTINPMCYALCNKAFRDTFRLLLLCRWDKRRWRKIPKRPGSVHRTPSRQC
CHO-K1 Ca antag = M1 antagonist counterscreen hit in parental CHO-K1 cells | inhibition, % at 3 µM | 0.6% of 360,000 active | ATP-induced calcium, Fluo-8 fluorescence;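 active = inhibition above a per-plate cutoff, the plate's mean sample inhibition plus 3 SD, cut at about 24% in these data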;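 note: 0% = DMSO plus EC80 ATP and 100% = DMSO alone without ATP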
M1 antag = human M1 muscarinic receptor antagonists, primary screen, CHO-K1 cells, Fluo-8 calcium fluorescence, 1536-well; Muscarinic acetylcholine receptor M1 (Homo sapiens), P11229; CHO-K1 hM1, ACh EC80 antagonist; inhibition, % at 3 µM; 1.3% of 360,000 active;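 active = percent inhibition above its own plate's cutoff, namely the mean of that plate's compound wells plus 3 SD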;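 note: peak over basal fluorescence ratio during 140 s after agonist addition; 0% = ACh EC80 plus DMSO and 100% = DMSO alone without agonist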
M1 ag = human M1 muscarinic receptor agonists, primary screen, Fluo-8 calcium fluorescence, CHO-K1 cells, HTS; Muscarinic acetylcholine receptor M1 (Homo sapiens), P11229; CHO-K1 hM1, agonist mode; 0% DMSO, 100% acetylcholine EC100; activation, % at 3 µM; 0.33% of 360,000 active;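 active = activation above the run's mean compound activation plus 3 SD, cut at about 16% in these data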;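 note: peak over basal fluorescence ratio within a 140 s kinetic read after compound addition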
An asterisk follows results filed as active; x = not tested or not shown.

SMILES	CHO parental Ca	CHO-K1 Ca PAM	TAAR1 antagonist	TAAR1 agonist	M1 ag parental	M1 PAM	CHO-K1 Ca antag	M1 antag	M1 ag
COc1ccc(S(=O)(=O)N(CC(=O)NCCSc2ccccn2)c2ccccc2)cc1	-23	2	44	12	6.0	-4	-5	11	-4
Fc1ccc(-c2n[nH]c(=S)n2CC2CCCO2)cc1 (stereo unspecified)	5	31	1	8	0.3	2	-22	-18	-6
Cc1ccc(-c2csc3ncnc(N4CCN(C)CC4)c23)cc1C	-17	9	-10	6	-0.1	-25	4	26	-9
Cc1cc(CCNC=O)c(C)c2c1sc1ccccc12	x	2	-2	0	1.1	4	-4	-11	-3
CCS(=O)(=O)N1CCN(C(=O)c2cccs2)CC1	6	16	8	3	0.7	7	-13	-7	-5
Cc1cc(C)cc(C(=O)NC(CC(N)=O)c2ccc(N3CCN(c4ccccc4)CC3)c([N+](=O)[O-])c2)c1 (stereo unspecified)	-3	-2	12	0	-0.1	6	3	0	-2
C=CCNC(=O)CSc1nc2sccc2c(=O)n1-c1ccccc1	-7	3	-28	-3	-0.2	-2	-14	0	-6
COC(=O)c1c(NC(=O)c2ccccc2[N+](=O)[O-])sc2c1CC(C)(C)NC2(C)C	-7	21	17	0	11	7	4	0	-7
Cc1ccc(OCCC(=O)OCC(=O)Nc2cc(S(=O)(=O)N(C)C)ccc2C)cc1	-10	19	7	1	1.2	9	-18	-22	-2
CCOC(=O)C1=C(COC(=O)c2cccnc2SC)NC(=O)NC1C (stereo unspecified)	-6	12	7	2	3.0	6	-9	-6	-2
CC1CCN(c2ccc(-c3ccc(NC(=O)C(F)(F)F)cc3)nn2)CC1	2	-22	x	x	0.3	6	2	-17	-3
O=[N+]([O-])c1ccc(NC(=S)N2CCc3ccccc32)cc1	x	-7	-5	-1	0.9	3	1	-10	-3
O=C(Nc1cccc(C(F)(F)F)c1)Nc1ccon1	5	-13	2	7	8.7	2	8	2	4
O=C(O)C(Cc1ccccc1)Nc1ccc([N+](=O)[O-])cc1[N+](=O)[O-] (stereo unspecified)	-8	-2	-3	3	0.6	2	-4	-6	-2
CSc1ccc(/C=C2/C(=N)N3N=C(CC(=O)N4CCCC4)SC3=NC2=O)cc1	-2	-5	-5	1	-0.3	5	-1	-8	-2
CCOC(=O)C1=C[C@@H](C(C)C)N(S(=O)(=O)c2ccc(C)cc2)[C@H]1c1ccccc1F	x	4	-4	0	0.5	-16	5	16	-8
C[C@H]1O[C@@H](O[C@H]2CC[C@@]3(C)C(CC[C@]4(C)C3C=CC3=C5CC(C)(C)CC[C@]5(CO)[C@H](O)C[C@]34C)[C@]2(C)CO)[C@H](O)[C@@H](O[C@@H]2O[C@H](CO)[C@@H](O)[C@H](O)[C@H]2O)[C@H]1O (stereo partly specified)	2	11	-16	17	0.2	-11	4	9	-1
O=C(CS(=O)(=O)c1cn(CC(=O)N2CCOCC2)c2ccccc12)NCc1ccccc1	-24	19	-20	0	1.1	8	-9	-11	-2
O=C(c1ccco1)N(Cc1ccc([N+](=O)[O-])cc1)c1ccc(Cl)cc1	-23	15	11	5	0.5	-4	-4	-2	-4
Cc1ccnc(SCc2cn3c(C)cc(C)nc3n2)n1	-6	18	3	3	0.3	8	-17	-11	-5
CC(=O)N1CCN(S(=O)(=O)c2cccc(C(=O)Nc3ccc(OC(F)F)cc3)c2)CC1	-14	21	3	-5	1.2	10	-6	-4	1
CC1CC(C)CN(C(=O)COC(=O)C2CCN(S(=O)(=O)c3ccc4c(c3)OCCO4)CC2)C1 (stereo unspecified)	-25	-24	-29	3	-0.3	11	-5	-25	-5
Nc1c(C(=O)O)sc2nc3c(cc12)CCCC3	4	7	-22	4	16*	10	5	-5	9
Nc1nnc(SCC(=O)Nc2sc3c(c2C(=O)c2ccccc2)CCCC3)s1	-17	18	13	5	0.8	-5	-10	1	-11
O=C(COC(=O)[C@@H]1CC(O)CN1S(=O)(=O)c1ccc2c(c1)OCCO2)Nc1cc(F)ccc1F (stereo partly specified)	-15	19	12	2	0.9	9	-9	-11	-3

Following part
SMILES	CHO parental Ca	CHO-K1 Ca PAM	TAAR1 antagonist	TAAR1 agonist	M1 ag parental	M1 PAM	CHO-K1 Ca antag	M1 antag	M1 ag
CCN(C(=O)CSc1nc(C)nc2sc(C)c(C)c12)c1ccc(F)cc1	-13	0	-1	3	0.3	5	-5	-8	-3
COC(=O)c1ccccc1NC(=O)CN(Cc1ccccc1)S(C)(=O)=O	-14	21	-10	4	1.2	7	-4	-3	-3
CCN1CCCC1CNC(=O)Cn1cnc2ccc(S(=O)(=O)N3CCC(C)CC3)cc2c1=O (stereo unspecified)	-11	14	-3	6	0.0	1	-6	-17	-7
CN(C)S(=O)(=O)c1ccc(NC(=O)c2ccncc2)cc1	-1	-10	10	0	-0.7	-3	16	7	-4
CCOC(=O)N(C)C[C@H]1OCc2cnnn2CCCC(=O)N([C@@H](C)CO)C[C@@H]1C	x	16	-5	1	0.8	-2	-6	-7	-3
COC(=O)c1[nH]c2ccc(F)cc2c1NC(=O)Nc1ccc(OC)cc1	-8	8	-3	5	-0.1	0	-4	-36	2
CC(CC(=O)N1CCN(S(=O)(=O)c2ccc(Cl)cc2)CC1)n1cncn1 (stereo unspecified)	-4	1	-17	0	0.2	-2	6	8	-3
CC1=NOC(=O)/C1=C/c1ccc(O)c(Br)c1	2	14	-1	4	1.1	13	-12	-19	-4
O=C1C(Cl)=C(NCCc2ccccc2)C(=O)c2ccccc21	x	11	67*	79*	-0.6	3	-14	11	0
CC(=O)Nc1cc2c(cc1NC(=O)Cn1nc(-c3ccc(F)cc3)ccc1=O)OCCO2	-9	-5	-5	0	0.5	7	-13	-5	-2
Cc1nc(SCC(=O)N(C)C2CCCCC2)[nH]c(=O)c1Cc1ccccc1	-18	14	6	6	1.3	6	-10	-10	-7
COCCN1C[C@@H](CO)O[C@@H](n2cnc3c(NCc4ccco4)ncnc32)C1	x	16	7	0	0.1	9	-8	-13	3
CCCNC(=O)CN1C(=O)NC(CCSC)C1=O (stereo unspecified)	-4	18	-15	4	0.7	8	-11	-9	-2
N#Cc1c2c(c(NCc3cccnc3)n3c1nc1ccccc13)CCC2	-30	12	4	15	-0.6	12	-10	-10	1
CCOC(=O)c1c(NC(=S)N2CCOCC2)sc(C)c1C	-26	3	-52	1	2.7	-3	3	10	-4
COc1ccc(CCC(=O)OCC(=O)Nc2ccc(C)c(S(=O)(=O)N(C)C)c2)cc1	-1	-10	6	6	1.6	-2	4	-3	-1
CCN(CC)S(=O)(=O)c1ccc(C(=O)N2CCCCC2)cc1	2	24	2	17	0.1	15	-9	-8	-3
CCc1sc(N)nc1-c1ccccc1	-3	-3	-3	2	-0.1	-1	0	6	-6
Cc1cc(C(=O)Nc2sc(C)c(C)c2C#N)no1	-4	18	-10	12	0.6	5	-5	-14	-5
O=C(c1cc2ccccc2oc1=O)N(c1ccccc1)C1C=CS(=O)(=O)C1 (stereo unspecified)	1	27	5	1	0.3	19	-12	-14	-5
O=c1[nH][nH]c2c1[C@H](c1ccc(F)cc1)O[C@H](C1CCCCC1)C2	x	19	7	1	3.9	x	-1	x	x
COc1cc(C2C(C#N)=C(N)N(N(C)C)C3=C2C(=O)CCC3)cc(OC)c1OC (stereo unspecified)	-7	5	-13	3	0.7	7	-19	-5	-1
O=C(CN(Cc1ccccc1)C(=O)CNS(=O)(=O)c1ccc(F)cc1)NCc1ccco1	-17	11	-30	4	0.6	7	-8	-11	-4
CN(Cc1ccno1)Cc1cn(Cc2ccccc2)nc1-c1ccc2c(c1)OCO2	-7	15	11	2	1.4	-2	4	-10	-7
CC(=O)c1nn(-c2cccc(Br)c2)cc1C(=O)c1ccc(Br)cc1	3	5	10	-2	0.5	8	-7	-11	0

Entries of single compounds, quoted from the list.
Results for CC1CCN(c2ccc(-c3ccc(NC(=O)C(F)(F)F)cc3)nn2)CC1 = CHO parental Ca: 2; CHO-K1 Ca PAM: -22; TAAR1 antagonist: x; TAAR1 agonist: x; M1 ag parental: 0.3; M1 PAM: 6; CHO-K1 Ca antag: 2; M1 antag: -17; M1 ag: -3
Results for COCCN1C[C@@H](CO)O[C@@H](n2cnc3c(NCc4ccco4)ncnc32)C1 = CHO parental Ca: x; CHO-K1 Ca PAM: 16; TAAR1 antagonist: 7; TAAR1 agonist: 0; M1 ag parental: 0.1; M1 PAM: 9; CHO-K1 Ca antag: -8; M1 antag: -13; M1 ag: 3
Results for Cc1cc(C(=O)Nc2sc(C)c(C)c2C#N)no1 = CHO parental Ca: -4; CHO-K1 Ca PAM: 18; TAAR1 antagonist: -10; TAAR1 agonist: 12; M1 ag parental: 0.6; M1 PAM: 5; CHO-K1 Ca antag: -5; M1 antag: -14; M1 ag: -5

(more compounds)
SMILES	CHO parental Ca	CHO-K1 Ca PAM	TAAR1 antagonist	TAAR1 agonist	M1 ag parental	M1 PAM	CHO-K1 Ca antag	M1 antag	M1 ag
CC(=O)Oc1ccc(Cl)cc1/C=C/c1ccc2ccccc2n1	-15	6	16	-2	4.0	-8	4	4	-7
O=C(NC(=S)N1CCOCC1)c1ccc([N+](=O)[O-])cc1	-11	-13	-2	12	0.1	2	10	0	1
CCN(CC)c1ccc(/C=C(/C#N)C(=O)NCc2ccccc2)o1	16	2	54*	54*	27*	-2	12	9	16*
COc1ccccc1N1CC(C(=O)Nc2ccc(S(=O)(=O)N3CCOCC3)cc2)CC1=O (stereo unspecified)	-1	-5	12	2	0.1	-1	1	9	-5
O=C(NNC(=O)C12CC3CC(CC(C3)C1)C2)[C@@H]1C[C@H]1c1ccccc1	-8	18	5	6	1.6	9	-19	-12	-1
COC(=O)CN(C#N)c1nc(NCc2ccccc2)nc(OC)n1	x	24	5	-1	9.6	13	7	-10	-4
CCOC(=O)C(C#N)=C1CCC=C(C)C1	x	8	0	0	0.5	5	-8	-20	-9
Cc1cccc(CSc2ncccc2C(=O)O)c1	-1	9	-11	2	-0.2	0	-2	7	-4
O=S(=O)(Nc1ccc(Cl)nn1)c1ccccc1	3	1	2	14	0.4	16	-15	-21	-5
CC1CCc2c(nc3ncnn3c2N2CCN(c3ccccc3F)CC2)C1 (stereo unspecified)	-16	11	9	21	0.6	4	-2	-25	-2
O=C(Nc1cccc([N+](=O)[O-])c1)c1ccc2nsnc2c1	8	14	2	4	5.8	4	-7	-2	0
CCCc1ccc(OCc2nc(-c3ccc(NC(=O)c4cccs4)cc3)no2)cc1	-8	12	5	1	0.3	6	1	-5	-5
Cc1cc(=S)cc(C)n1CCO	3	19	5	2	0.5	8	-14	-1	-10
NC(=O)c1sc2nccc(Nc3ccccc3)c2c1N	-26	15	25	15	1.7	11	1	-12	-1
CC(C)NC1CS(=O)(=O)CC1O (stereo unspecified)	3	-8	-21	3	0.0	-2	6	-4	-3

Screens (PubChem)
